Bioassay records: PubChem, several laboratories
HER2 expr 66K: inhibitors of Her2 protein expression, primary screen, SKBR-3 cells, AlphaScreen, 66K library | AID 645, 2007 | hit rate 0.69% among 65,000 | Receptor tyrosine-protein kinase erbB-2 (Homo sapiens), P04626 | SKBR-3 HER2 protein level, 18-24 h; hits give low values | HER2 level % of control, % at 10 µM;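 active means HER2 level under 5% of the carrier-only control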;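 further: 100% = DMSO carrier and 0% = 500 nM PU-H71 HSP90 inhibitor; lower value means stronger loss of Her2 protein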
CatG inh: human cathepsin G inhibitors, primary screen, biochemical, pooled compound mixtures, AMC fluorescence; P08311; purified enzyme, AMC-tetrapeptide fluorescence; inhibition, % at 5 µM (by protocol); hit rate 0.2% among 62,000; AID 581, 2007;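 active means inhibition above 20% in each of the two mixture wells holding the compound; inactive means inhibition of 20% or less in either well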;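 further: 0% = enzyme control without mixture and 100% = blank lacking enzyme; strong numbers were not always called active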
C1s inh: complement C1s protease inhibitors, primary screen, biochemical, 10-compound mixtures. Complement C1s subcomponent (Homo sapiens), P09871. purified C1s, fluorogenic AMC substrate, pooled mixtures. mean inhibition % of two 10-compound mixtures (hits give high values), % at 5 µM (by protocol). hit rate 0.16% among 62,000. AID 538, 2006;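 active means inhibition above 20% in each of the two 10-compound mixture wells holding the compound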;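 further: 0% = enzyme wells lacking compound mixture and 100% = no-enzyme blank wells; some compounds called inactive have numbers as strong as hits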
CatS block: inhibitors of human cathepsin S, biochemical, compound mixtures | recombinant cathepsin S, AMC dipeptide fluorescence, pooled mixtures | hit rate 0.06% among 62,000 | P25774 | inhibition, %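 (tested at 5 µM per compound within 10-compound mixtures)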 | AID 501, 2006; in the data active means inhibition above about 32%, passing the limit was not always enough;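 further: 0% = enzyme without compound and 100% = blank without enzyme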
ROCK2 blocker: inhibitors of human ROCK2 kinase, primary screen, biochemical, high-throughput, luminescence | Rho-associated protein kinase 2 (Homo sapiens), O75116 | purified ROCK2, Kinase-Glo ATP depletion luminescence | inhibition, % at 6 µM | hit rate 0.35% among 60,000;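 active means inhibition above the screen-wide mean inhibition plus 3 SD, cut at about 18% in these data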;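 further: plate controls were DMSO wells for no effect and Y-27632 control wells after no-enzyme background subtraction for full effect; many of its hits are not listed in these tables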
Target sequence (O75116 whole entry, looked up): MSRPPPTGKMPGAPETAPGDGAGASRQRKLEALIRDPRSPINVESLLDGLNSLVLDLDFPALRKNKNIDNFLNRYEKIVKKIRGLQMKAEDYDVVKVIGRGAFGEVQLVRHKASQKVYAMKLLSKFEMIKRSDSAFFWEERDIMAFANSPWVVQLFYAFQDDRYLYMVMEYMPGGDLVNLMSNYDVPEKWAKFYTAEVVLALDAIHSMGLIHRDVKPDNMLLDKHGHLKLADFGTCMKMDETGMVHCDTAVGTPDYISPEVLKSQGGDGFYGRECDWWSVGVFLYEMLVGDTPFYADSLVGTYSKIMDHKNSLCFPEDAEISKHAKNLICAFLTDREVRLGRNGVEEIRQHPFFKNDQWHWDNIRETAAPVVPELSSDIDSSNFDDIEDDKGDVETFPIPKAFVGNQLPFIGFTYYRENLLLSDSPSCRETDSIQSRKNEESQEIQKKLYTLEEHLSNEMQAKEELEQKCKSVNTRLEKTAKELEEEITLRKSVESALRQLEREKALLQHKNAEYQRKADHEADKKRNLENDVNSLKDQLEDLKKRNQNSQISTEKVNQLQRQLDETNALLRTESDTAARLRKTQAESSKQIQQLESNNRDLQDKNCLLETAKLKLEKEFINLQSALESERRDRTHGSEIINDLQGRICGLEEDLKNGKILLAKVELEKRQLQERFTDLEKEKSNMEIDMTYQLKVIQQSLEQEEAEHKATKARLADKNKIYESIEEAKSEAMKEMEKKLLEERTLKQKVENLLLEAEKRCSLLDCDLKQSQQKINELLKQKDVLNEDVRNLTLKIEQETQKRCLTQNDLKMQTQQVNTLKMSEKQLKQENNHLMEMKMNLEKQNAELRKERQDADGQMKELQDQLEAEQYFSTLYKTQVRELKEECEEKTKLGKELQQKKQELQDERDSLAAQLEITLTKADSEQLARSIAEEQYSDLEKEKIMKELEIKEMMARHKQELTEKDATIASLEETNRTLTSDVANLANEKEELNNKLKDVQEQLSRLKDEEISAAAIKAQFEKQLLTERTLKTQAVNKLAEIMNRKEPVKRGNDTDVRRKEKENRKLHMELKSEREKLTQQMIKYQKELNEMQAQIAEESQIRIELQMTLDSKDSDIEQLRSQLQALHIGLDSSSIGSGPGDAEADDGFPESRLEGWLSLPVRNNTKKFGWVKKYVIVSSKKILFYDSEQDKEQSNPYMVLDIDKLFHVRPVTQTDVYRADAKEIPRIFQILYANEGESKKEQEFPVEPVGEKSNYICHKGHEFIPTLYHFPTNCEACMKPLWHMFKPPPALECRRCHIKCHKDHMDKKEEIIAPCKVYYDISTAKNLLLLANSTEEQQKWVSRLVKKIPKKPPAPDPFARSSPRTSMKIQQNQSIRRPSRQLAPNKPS
CatL inh: inhibitors of human cathepsin L, biochemical | hit rate 0.17% among 58,000 | inhibition, %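 (tested at 10 µM)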 | purified cathepsin L, fluorogenic substrate, fluorescence; in the data active means inhibition above about 45%;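 further: 0% = enzyme with no compound and 100% = no enzyme blank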
CatB mix inh: cathepsin B inhibitors from pooled compounds, primary screen, biochemical, compound mixtures, AMC fluorescence; P07858; hit rate 0.06% among 62,000; Purified cathepsin B, AMC dipeptide fluorescence; inhibition, %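 (ten-compound pools at 5 µM per compound and 50 µM total)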; AID 488, 2006; in the data active means inhibition above about 22%, passing the limit was not always enough;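 further: 0% = enzyme without compound and 100% = no enzyme blank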
PKA inh: inhibitors of human PKA kinase activity, primary screen, biochemical, ATP-depletion luminescence, Kemptide substrate | hit rate 0.1% among 65,000 | AID 524, 2006 | PKA Kemptide phosphorylation, Kinase-Glo ATP luminescence | inhibition, % at 6 µM;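 active means inhibition above the screen-wide mean inhibition plus 3 SD, cut at about 21% in these data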; further: many of its hits are not listed in these tables
CatB inh: human cathepsin B inhibitors, primary screen, biochemical, fluorogenic substrate; P07858; purified cathepsin B, fluorescence; inhibition, %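 (tested at 10 µM)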; hit rate 0.1% among 63,000; AID 453, 2006; in the data active means inhibition above about 21%;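 further: 0% = enzyme with no compound and 100% = no enzyme blank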
The depositor's hits bear a star; x = not tested or not shown. Not all compounds are listed, so the mix of outcomes need not match the whole.

nr	Molecule	PKA inh	CatS block	CatB mix inh	ROCK2 blocker	CatL inh	C1s inh	CatG inh	CatB inh	HER2 expr 66K
1	CC1(C)CC(n2c(NCCO)nc3c(c2=O)C2(CCCC2)Cc2ccccc2-3)CCO1 (stereo not given)	7	-14	-4	2	-19	-47	-14	1	59
2	O=C(O)C1CCCCC1C(=O)NCCCN1CCOCC1 (stereo not given)	9	-6	0	1	-2	-2	5	0	113
3	CCS(=O)(=O)NCc1csc(-c2ccccc2)n1	3	7	-6	1	x	17	11	2	156
4	O=C(Cn1nc(Cc2ccncc2)c2ccccc2c1=O)N1CCc2ccccc2C1	4	-3	2	4	13	-22	-13	1	115
5	COc1nc(C)ccc1-c1noc(-c2ccccn2)n1	-2	-21	-4	-3	-6	-58	-33	3	97
6	c1cn(-c2ncnc3sc4c(c23)CCCC4)cn1	12	-11	-3	5	16	-8	0	-3	90
7	CC(C)(C)C(=O)Cn1c[n+](N)cn1	7	-1	3	6	7	15	13	3	126
8	COC(=O)c1ccc(C)c(NC(=O)C2COc3ccccc3O2)c1 (stereo not given)	11	-13	-3	8	-4	-48	4	1	173
9	COC(=O)CN1C(=O)CC(C)(C)S(=O)c2ccccc21 (stereo not given)	9	5	-1	5	13	-13	1	1	91
10	Cc1nn(CC(=O)O)c2ccccc12	5	5	-4	4	9	-28	4	3	122
11	COC(=O)c1cccc(NC(=O)CSc2nc(=O)cc(N)n2-c2ccccc2)c1	8	6	0	8	-2	4	2	-2	x
12	COc1cc(S(=O)(=O)N2CCC(O)(c3cccc(C(F)(F)F)c3)CC2)ccc1-n1cnnn1	-5	4	-2	x	x	-41	13	5	77

Remaining list, next part.
nr	Molecule	PKA inh	CatS block	CatB mix inh	ROCK2 blocker	CatL inh	C1s inh	CatG inh	CatB inh	HER2 expr 66K
13	CC1CN(Cc2cc(=O)n3ccsc3n2)CC(C)O1 (stereo not given)	2	2	3	x	17	-28	-4	-2	59
14	COc1ccc(C2CC(C(F)(F)F)n3nc(C(=O)NCc4c(C)nn(C)c4C)c(Cl)c3N2)cc1 (stereo not given)	12	5	-1	5	14	5	2	1	104
15	O=C(C1CCN(S(=O)(=O)N2CCC3(CC2)OCCO3)CC1)N1CCC(Cc2ccccc2)CC1	4	8	-6	2	14	-16	6	5	107
16	Cc1noc(C)c1C(=O)NCc1cccs1	-1	20	-1	1	-3	-9	0	-2	83
17	COc1ccc(-c2nc3n(n2)C(c2ccccc2Cl)C(C(N)=O)=C(C)N3)cc1 (stereo not given)	10	-1	4	8	-1	-4	10	4	116
18	CC1=CC(c2ccccc2)n2nc(NS(=O)(=O)c3ccc(C)cc3)nc2N1 (stereo not given)	2	-4	-2	5	x	-16	-6	0	70
19	Fc1ccc(-c2csc3nnc(SCc4cccnc4)n23)cc1	2	10	8	-3	-3	18	16	6	85
20	COc1cc(OC)c(C2N(c3ccc(Cl)cc3)C(=O)C3CCCN32)cc1OC (stereo not given)	8	-3	3	6	1	9	11	4	86
21	Cc1nn2c(-c3ccco3)nnc2c2ccccc12	4	5	2	2	7	9	7	1	-1.1*
22	CCN(CC)CCNC(=O)Cn1cnc2sc(C)c(S(=O)(=O)N3CCOCC3)c2c1=O	4	-6	5	x	1	-6	9	6	103
23	COC(=O)c1ccc2c(=O)n(CCN3CCOCC3)c(=S)[nH]c2c1	5	12	1	7	3	1	15	4	91
24	CC(C)Cc1ccc(C(C)C(=O)N2CCOCC2)cc1 (stereo not given)	10	-1	-1	7	9	16	20	5	86

(next part)
nr	Molecule	PKA inh	CatS block	CatB mix inh	ROCK2 blocker	CatL inh	C1s inh	CatG inh	CatB inh	HER2 expr 66K
25	CCc1cc(=O)oc2cc(C)c(CN3CCCCC3)c(O)c12	5	x	x	8	17	x	x	2	131
26	COc1cc2c(cc1NC(=O)CN1C(=O)NC3(CCc4ccccc43)C1=O)oc1ccccc12 (stereo not given)	6	5	0	-8	3	-10	-8	4	48
27	Cc1cc(Nc2ccc(Br)cc2F)n2ncnc2n1	3	-7	-2	-7	x	-7	-1	-1	103
28	Cn1c(=O)c2c3c(sc2n2c(SCc4ccccc4)nnc12)CCCC3	1	-5	3	-14	10	-5	7	2	101
29	O=C(Nc1cccc(C(F)(F)F)c1)C1C2CC3OC(=O)C1C3C2 (stereo not given)	-3	0	0	0	-2	0	2	1	99
30	CC(=O)N1CCc2c(sc(NC(=O)CN3C(=O)CCC3=O)c2C(N)=O)C1	4	14	4	7	8	14	8	3	112
31	COc1ccc(Nc2ncnc3c2oc2ccccc23)cc1	12	1	1	4	-6	-6	-3	2	102
32	COc1cccc(-c2nc(Cc3ccc(OC)c(OC)c3)no2)c1	0	10	7	-1	8	19	-3	10	84
33	CC(C)OCCCNC(=O)c1ccc(N(C)S(C)(=O)=O)cc1	13	-1	-1	7	-3	14	11	3	102
34	Cc1nn2c(-c3ccccc3)nnc2c2ccccc12	8	20	4	6	12	13	10	1	109
35	Cc1sc2nc(CN(C(=O)c3cccs3)C3CCCC3)[nH]c(=O)c2c1C	13	16	5	7	17	1	-1	6	99
36	CC(C)n1c(SCC(=O)c2ccc3c(c2)OCCO3)nc2c1c(=O)n(C)c(=O)n2C	6	8	-2	3	20	-35	-1	2	100

Carrying on:
nr	Molecule	PKA inh	CatS block	CatB mix inh	ROCK2 blocker	CatL inh	C1s inh	CatG inh	CatB inh	HER2 expr 66K
37	O=C(OCc1nnc(-c2ccccc2)o1)c1ccc2c(c1)C(=O)N(CCc1ccccc1)C2=O	5	-4	12	6	-2	15	10	5	106
38	COC(=O)Cn1cnc2sc(C)c(S(=O)(=O)N3CCN(c4ccccc4OC)CC3)c2c1=O	6	-4	1	12	-1	10	8	0	85
39	Cn1cccc1C(=O)NC(=O)CSc1nc2ccccc2s1	-2	-4	3	2	10	12	6	4	89
40	O=S(=O)(c1ccc(Br)s1)N1CCN(c2ccccn2)CC1	2	4	6	4	7	16	8	0	110
41	CSCCC(C(=O)O)N1C(=O)c2ccc(C(=O)O)cc2C1=O (stereo not given)	3	9	3	x	27	17	12	3	103
42	CCc1ccc2[nH]c(=O)c(CN(Cc3ccc4c(c3)OCO4)Cc3nnnn3C3CCCC3)cc2c1	5	11	1	4	29	14	8	6	63
43	CCOCCCNC(=O)C1CCN(c2cc(C)nc3c(-c4ccc(OC)c(OC)c4)c(C)nn23)CC1	7	5	4	4	9	10	9	-1	114
44	COC(=O)COc1nsnc1N1CCOCC1	2	5	2	3	0	5	2	-5	104
45	COC(=O)C1=C(C)C(c2cccs2)NC(=O)N1C (stereo not given)	-6	2	3	x	6	12	17	4	79
46	O=C(Nc1nncs1)c1ccc(N2C(=O)C3C4C=CC(C4)C3C2=O)cc1 (stereo not given)	6	-5	1	6	2	4	6	-3	85
47	CCOC(=O)CC1C(=O)NC2CCCCC2N1C(=O)Nc1ccc(Cl)cc1 (stereo not given)	5	9	0	7	7	-1	10	7	92
48	Cc1nn2c3c(cnc2c1-c1ccccc1)C(=O)CCC3	2	6	6	0	-6	17	12	-1	103

Following part.
nr	Molecule	PKA inh	CatS block	CatB mix inh	ROCK2 blocker	CatL inh	C1s inh	CatG inh	CatB inh	HER2 expr 66K
49	O=C(CN1CCOc2ccccc21)NCc1ccc(F)cc1	9	-5	0	1	6	-5	0	4	96
50	O=C(NC1CCCc2ccccc21)C1CCCO1 (stereo not given)	10	-2	2	4	-2	0	11	3	96
51	CCOC(=O)C1CCN(C(=O)CN(c2ccc(OC)c(OC)c2)S(=O)(=O)c2ccccc2)CC1	4	-2	3	7	x	1	8	6	91
52	COc1ccccc1-c1nc(C#N)c(N2CCN(Cc3ccccc3)CC2)o1	5	11	1	4	-2	-27	-9	9	89
53	CCCCNC(=O)CSc1cc(=O)n(C)c2ccccc12	9	0	-2	4	21	-7	-5	-1	134
54	COC(=O)c1c(NS(C)(=O)=O)sc2c1CCCC2	-2	-4	-4	x	-2	-3	-4	1	91
55	COc1cc(NS(C)(=O)=O)c(OC)cc1NC(=O)c1ccccc1	9	-2	7	x	0	2	0	-3	136
56	CCOc1ccc(-c2n[nH]c(C)c2Oc2ccccc2OC)c(O)c1	1	4	-3	-3	23	-10	0	0	86
57	O=C(c1cncc(Br)c1)N1CCN(c2ccc(N3CCOCC3)nn2)CC1	6	11	1	-4	14	1	2	52*	91
58	CCOC(=O)CCc1c(C)nc2cc(-c3ccc(F)cc3)[nH]n2c1=O	-2	-10	3	-2	7	12	9	-3	96
59	Cc1oc(-c2ccccc2)nc1C(=O)OCC(=O)NC(=O)NCC(C)C	6	2	6	2	8	12	12	0	73
60	Cc1ccc(C(C(=O)NC2CCCCC2)N(Cc2cccnc2)C(=O)C2COc3ccccc3O2)o1 (stereo not given)	9	-1	2	3	-22	6	-1	-5	74

Continued.
nr	Molecule	PKA inh	CatS block	CatB mix inh	ROCK2 blocker	CatL inh	C1s inh	CatG inh	CatB inh	HER2 expr 66K
61	O=C1CC(=O)CC(c2ccco2)C1	9	-5	-1	6	17	14	11	-1	92
62	COc1cc(C(=S)N2CCCC2)cc(Cl)c1O	5	3	5	6	9	-9	-1	-2	135
63	CCOC(=O)c1[nH]c2ccc(C)cc2c1N=C(C)N(C)C	4	5	-9	4	1	-3	13	-1	135
64	COc1ccccc1OCC(=O)N(Cc1nc(-c2ccccc2)no1)C1CCCCC1	9	19	1	7	12	13	9	1	x

Entries 52 through 64, quoted:
nr	Molecule	PKA inh	CatS block	CatB mix inh	ROCK2 blocker	CatL inh	C1s inh	CatG inh	CatB inh	HER2 expr 66K
52	COc1ccccc1-c1nc(C#N)c(N2CCN(Cc3ccccc3)CC2)o1	5	11	1	4	-2	-27	-9	9	89
53	CCCCNC(=O)CSc1cc(=O)n(C)c2ccccc12	9	0	-2	4	21	-7	-5	-1	134
54	COC(=O)c1c(NS(C)(=O)=O)sc2c1CCCC2	-2	-4	-4	x	-2	-3	-4	1	91
55	COc1cc(NS(C)(=O)=O)c(OC)cc1NC(=O)c1ccccc1	9	-2	7	x	0	2	0	-3	136
56	CCOc1ccc(-c2n[nH]c(C)c2Oc2ccccc2OC)c(O)c1	1	4	-3	-3	23	-10	0	0	86
57	O=C(c1cncc(Br)c1)N1CCN(c2ccc(N3CCOCC3)nn2)CC1	6	11	1	-4	14	1	2	52*	91
58	CCOC(=O)CCc1c(C)nc2cc(-c3ccc(F)cc3)[nH]n2c1=O	-2	-10	3	-2	7	12	9	-3	96
59	Cc1oc(-c2ccccc2)nc1C(=O)OCC(=O)NC(=O)NCC(C)C	6	2	6	2	8	12	12	0	73
60	Cc1ccc(C(C(=O)NC2CCCCC2)N(Cc2cccnc2)C(=O)C2COc3ccccc3O2)o1 (stereo not given)	9	-1	2	3	-22	6	-1	-5	74
61	O=C1CC(=O)CC(c2ccco2)C1	9	-5	-1	6	17	14	11	-1	92
62	COc1cc(C(=S)N2CCCC2)cc(Cl)c1O	5	3	5	6	9	-9	-1	-2	135
63	CCOC(=O)c1[nH]c2ccc(C)cc2c1N=C(C)N(C)C	4	5	-9	4	1	-3	13	-1	135
64	COc1ccccc1OCC(=O)N(Cc1nc(-c2ccccc2)no1)C1CCCCC1	9	19	1	7	12	13	9	1	x
